High-throughput results as filed in PubChem BioAssay.
tim23-1 inh – inhibits growth of tim23-1 mutant yeast; inhibition, % at 20 µM; actives 1.3% (n = 330,000); S. cerevisiae tim23-1 growth, BacTiter-Glo luminescence, 24 h;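 active = growth inhibition of the mutant yeast at or above 50%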;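 also: temperature-sensitive mutant grown at 25 °C; plate controls were DMSO-treated mutant yeast for no effect and medium wells lacking yeast for full effect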
CHOP UPR activ – activators of apoptotic arm of unfolded protein response (CHOP); CHO-CHOP luciferase reporter, UPR activation, luminescence; percent of tunicamycin response over DMSO baseline; activation, % at 10 µM; actives 0.34% (n = 330,000);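 active = at 10 µM dose, activation of 40% or more, normalized to positive control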;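 also: 100% = tunicamycin at 10 µg/mL and 0% = DMSO alone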
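assay system = CHO CHOP reporter cells | amount = 500 CHO-CHOP cells per well | buffer or medium = F12 with 10% FBS | incubation = 16-18 h cell attachment, then 6 h compound exposure, 37 °C | detection = luminescence read with Steady-Glo | read-out = percent activation relative to tunicamycin control | controls = tunicamycin high control, DMSO low control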
EBI2 block – antagonists of human EBI2 receptor; EBI2 beta-arrestin recruitment, luminescence, 7a,25-OHC stimulated; inhibition, % at 5 µM; AID 651636; actives 0.81% (n = 360,000); in the data active = inhibition above about 38%;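 also: enzyme fragment complementation signal reports receptor beta-arrestin coupling in cells; 0% = agonist plus DMSO wells and 100% = wells without agonist; some results beyond the cut were filed as inactive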
Target sequence (P32249 whole entry, looked up, the tested form may be a part): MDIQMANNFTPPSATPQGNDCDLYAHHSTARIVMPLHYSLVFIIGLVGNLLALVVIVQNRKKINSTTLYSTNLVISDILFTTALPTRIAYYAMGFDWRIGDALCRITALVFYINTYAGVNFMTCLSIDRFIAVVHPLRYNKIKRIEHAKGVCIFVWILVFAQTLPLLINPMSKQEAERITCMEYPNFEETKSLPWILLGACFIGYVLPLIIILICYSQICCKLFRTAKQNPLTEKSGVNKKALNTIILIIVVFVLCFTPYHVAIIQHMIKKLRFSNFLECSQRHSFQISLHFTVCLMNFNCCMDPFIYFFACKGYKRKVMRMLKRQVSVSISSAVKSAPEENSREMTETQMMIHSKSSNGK
CCR6 antagonist – CCR6 (human) receptor antagonism. P51684. CHO-K1 CCR6 PathHunter beta-arrestin, luminescence, CCL20-stimulated. inhibition, % at 20 µM. actives 0.49% (n = 340,000);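 active = compounds whose inhibition of the agonist-driven luminescence signal at 20 µM reaches about 50%, limit read from the data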;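 also: cells stimulated with CCL20 at 14 nM final; plate controls were DMSO with CCL20 for no effect and DMSO without agonist for full effect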
Target sequence (P51684 whole entry, looked up): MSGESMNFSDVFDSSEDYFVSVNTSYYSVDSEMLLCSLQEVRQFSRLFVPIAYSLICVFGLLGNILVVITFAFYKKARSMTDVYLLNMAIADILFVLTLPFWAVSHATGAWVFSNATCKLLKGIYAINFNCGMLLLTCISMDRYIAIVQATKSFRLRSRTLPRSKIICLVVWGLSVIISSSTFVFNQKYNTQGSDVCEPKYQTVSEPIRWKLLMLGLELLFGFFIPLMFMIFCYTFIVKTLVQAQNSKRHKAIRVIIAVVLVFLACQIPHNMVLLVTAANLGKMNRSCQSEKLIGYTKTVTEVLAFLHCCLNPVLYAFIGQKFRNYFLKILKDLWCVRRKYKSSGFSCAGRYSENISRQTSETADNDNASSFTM
UPR XBP1 act – adaptive UPR (XBP1) activation | CHO-XBP1 luciferase reporter, IRE1-XBP1 UPR activation, luminescence; percent of tunicamycin response, DMSO as zero | activation, % at 20 µM | actives 0.33% (n = 330,000) | AID 463104;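 active = versus positive control, 20 µM dose yields 30% or more activation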;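 also: 100% = tunicamycin at 10 µg/mL and 0% = DMSO only wells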
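Test system: CHO-XBP1 luciferase reporter cells | Buffer or medium: Serum-containing F12 medium, 10% FBS | Schedule: 6 h compound exposure at 37 °C, 5% CO2 | Detection: Steady-Glo luciferase glow luminescence, 10 min after reagent addition | Read-out basis: Activation, % of tunicamycin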
CXCR6 inh – CXCR6 (human) receptor inhibition; CHO-K1 PathHunter CXCR6 beta-arrestin, luminescence; inhibition, % at 20 µM; actives 0.36% (n = 360,000); O00574; in the data active = inhibition above about 34%, passing the limit was not always enough;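 also: antagonist mode with CXCL16 agonist at 10 nM final; 0% = 10 nM CXCL16 with DMSO and 100% = unstimulated wells without agonist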
Target sequence (O00574 whole entry, looked up): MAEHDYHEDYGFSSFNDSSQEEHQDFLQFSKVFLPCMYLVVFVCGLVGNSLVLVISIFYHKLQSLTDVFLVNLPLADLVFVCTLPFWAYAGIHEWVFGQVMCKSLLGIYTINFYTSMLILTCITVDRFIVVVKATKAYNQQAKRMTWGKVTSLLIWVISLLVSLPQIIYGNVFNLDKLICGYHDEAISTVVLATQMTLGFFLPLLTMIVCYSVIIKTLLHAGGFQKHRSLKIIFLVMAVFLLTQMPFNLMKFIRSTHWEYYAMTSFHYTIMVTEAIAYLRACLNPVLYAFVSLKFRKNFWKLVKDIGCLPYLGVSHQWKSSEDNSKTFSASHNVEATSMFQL
APJ antagonist – blocks the human apelin receptor APJ | CHO-K1 APJ beta-arrestin complementation, luminescence | actives 0.32% (n = 330,000) | AID 2521 | inhibition, % at 20 µM | P35414;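 active = inhibition above about 40% at 20 µM, limit read from the data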;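 also: cells challenged with 10 nM apelin-13 agonist together with compound; plate controls were apelin-13 plus DMSO wells for no effect and DMSO wells lacking apelin-13 for full effect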
Mdm2-MdmX inh – human Mdm2/MdmX binding inhibition; SaOS-2 split-luciferase Mdm2/MdmX complementation, luminescence; inhibition, % at 8 µM; actives 3% (n = 330,000); AID 485346;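 active = inhibition of at least 50% at 8 µM in the primary screen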
APJ agonist – agonists of human APJ apelin receptor; CHO-K1 APJ PathHunter beta-arrestin, luminescence; 0% DMSO wells, 100% apelin; activation, % at 20 µM; actives 0.11% (n = 330,000);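 active = activation more than six SD over the plate average, tested at 20 µM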;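 also: 0% = DMSO alone and 100% = apelin-13 at 10 nM; some results filed as inactive read as strong as hits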
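Assay system: engineered CHO-K1 APJ arrestin reporter cells; Amount: 1000 CHO-K1 reporter cells seeded per well; Dosing: one dose, 20 µM compound, 1% DMSO; Times: compound stimulation 90 min at 25 °C, detection 60 min; Measured by: luminescent beta-gal fragment complementation, chemiluminescent substrate; Read-out: APJ–arrestin association signal; Controls: DMSO vs Apelin-13 10 nM.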
* hit, by the source's call; / = not tested or not shown. Not all compounds are listed; count on the stated rates, not on these rows.

SMILES	tim23-1 inh	CHOP UPR activ	EBI2 block	CCR6 antagonist	UPR XBP1 act	CXCR6 inh	APJ antagonist	Mdm2-MdmX inh	APJ agonist
COC(=O)[C@@]1(Cc2ccc(F)cc2)[C@H]2c3cc(C(=O)N(C)C)n(Cc4ccc(OC)c(OC)c4)c3C[C@H]2CN1C(=O)c1ccccc1	24	-1.2	/	14	3	/	14	5	-6
COc1cc(C2Nc3ccccc3C(=O)N2c2ccccc2OC)ccc1O (stereo not given)	23	-0.3	1	6	-1	5	14	-19	2
Cc1cccc(NC(=O)Cn2cnc3c(oc4ccccc43)c2=O)c1	-8	1.1	8	-3	0	-9	8	5	-1
CCOc1ccccc1OCC(=O)Nc1ccc(S(=O)(=O)N(C)C)cc1	19	1.0	12	11	-1	-3	6	15	1
Cc1cc(Cl)c(S(=O)(=O)NC(C(=O)O)C(C)C)cc1OCC(=O)NC1CCCCC1 (stereo not given)	7	-1.0	-9	-9	-2	0	-2	1	-3
Cc1nn(C)cc1C(=O)NNC(=S)Nc1ccc(Cl)cc1	3	0.6	8	9	-3	6	22	17	-1
Cc1ccc(N(CC(=O)Nc2ccc(-c3nc4ccc(C)cc4s3)cc2)S(C)(=O)=O)cc1	-4	3.6	13	-25	4	13	-13	-73	-2
Cc1ccccc1-c1nnc(-c2ccc(Br)cc2)o1	-6	15	16	11	5	-7	-11	-172	0
NC(=O)c1cc(S(=O)(=O)N2CCOCC2)cs1	-17	-1.6	-1	22	-7	-1	20	13	0
C=CCN1c2ccccc2[C@]23C[C@@H](C(=O)OC)N(C(C)=O)C2=NC(C(=O)OC)=C(C(=O)OC)[C@H]13	18	-0.9	6	2	-1	-1	-52	17	-5
CCOc1ccc(CCNC(=O)COC(=O)/C=C/c2ccc(OC(F)F)c(OC)c2)cc1OCC	21	0.6	2	19	-2	4	-13	17	-7
CCCCN1C(=O)C(=O)N(CC(=O)N2CCN(c3ccccc3)CC2)C1=O	9	0.2	-11	4	-1	-6	4	-4	1
CCCc1sc(N2CCCC(C(N)=O)C2)nc1-c1ccccc1 (stereo not given)	18	1.0	-4	21	2	0	8	0	-4
COC(=O)C(Cc1c[nH]c2ccccc12)NC(=O)CNC(C)=O (stereo not given)	2	0.5	0	4	5	6	14	25	1
COc1ccc(S(=O)(=O)N2CCCOC2CNC(=O)C(=O)NCc2ccccc2F)cc1C (stereo not given)	-1	-2.2	-1	21	-4	1	11	7	-3
CSc1nnc(SCC2=NNC(=O)SC2)s1	14	-0.1	-16	-6	1	3	4	18	-1
CCc1ccc(NC(=O)CSc2nnc(CNC(=O)c3c(F)cccc3Cl)o2)cc1	4	0.6	0	16	0	1	18	-13	5
O=C1Nc2ccccc2N(O)N1c1cc(-c2ccc(Cl)cc2)[nH]n1	6	-2.5	0	-9	0	-3	-12	8	-2
Cc1nc2sc(C(c3cccs3)N3CCC(C(N)=O)CC3)c(O)n2n1 (stereo not given)	-6	1.0	-7	-8	-1	0	-1	13	-3
CC(C)(C)c1nc(SCC(=O)NCc2cccs2)c2ccccc2n1	25	0.4	-3	-6	-4	9	10	33	-4
CC(C)(C)n1cnc2cc(NCc3cccs3)ccc21	-1	7.4	-14	3	1	2	10	-36	1
Cc1cc(Nc2ccccc2Cl)c2ccccc2n1	-15	0.1	7	6	1	1	17	18	-6
CN1C(=O)NC(c2ccc(Cl)cc2)C2=C1CC(C)(C)CC2=O (stereo not given)	-2	3.9	-8	1	-2	6	11	7	-5
CN(Cc1ccccc1)C(=O)Cn1nc(C(F)(F)F)c2c1CCC2	18	0.0	-7	-1	0	2	15	-11	1
CCOC(=O)c1ccc(OCc2c(C)noc2C)cc1	12	1.5	-13	-7	2	3	2	15	-2
O=C(NC(=S)Nc1ccccc1N1CCOCC1)c1ccco1	55*	3.7	4	20	-1	3	-13	-17	4
CN(C)Cc1nc2ccccc2c(=O)n1CC(=O)Nc1cccc(S(=O)(=O)N2CCOCC2)c1	3	-1.4	2	2	-1	3	5	-26	-2
COc1ccc(-c2cc(-c3nnc(COC(=O)CC4CCCC4)o3)c3ccccc3n2)cc1OC	16	-1.3	-1	12	-2	4	-2	7	0
CN(CC(=O)Nc1ccc(N2CCOCC2)cc1)C(=O)Cc1ccccc1	-1	1.5	6	0	0	0	3	19	-3
C/C(=N\Nc1nc2ccccc2[nH]1)c1ccc([N+](=O)[O-])cc1	-46	2.3	10	29	5	26	5	55*	-2
Cc1ccc(Cl)cc1NC(=S)N(Cc1cccs1)C1CCCC1	21	0.5	3	7	-3	2	16	5	-1
Cc1c(N=C2NC(=O)C(CC(=O)Nc3ccccc3)S2)c(=O)n(-c2ccccc2)n1C (stereo not given)	-1	-0.4	-7	-4	-7	5	9	-17	-1
COc1cc(OC)cc(C(=O)NNC(=O)c2ccc(S(=O)(=O)N(C)c3ccccc3OC)cc2)c1	-1	-0.1	4	14	-4	1	0	19	-4
Cc1ccc(-c2nc(CS(=O)CC(=O)NC3CCCCC3)c(C)o2)cc1 (stereo not given)	11	2.0	5	5	1	-3	14	17	-3
Cc1ccc(OCCC(=O)OCC(=O)Nc2ccc3c(c2)OCO3)cc1	20	0.9	-1	-7	3	3	-2	-11	-5
O=C(CN1N=C(c2ccc(Cl)cc2)CCC1=O)NCCN1CCc2ccccc2C1	12	-0.1	-1	7	0	-3	-1	6	-2
CCOc1ccc(N2C(=O)CN(CC(=O)OC)C2=S)cc1	14	-0.3	8	5	-4	-5	-8	21	1
CCCC(=O)Nc1ccccc1-c1nnc(SC)[nH]c1=O	9	-1.7	-4	14	0	4	4	-15	-2
O=C(NCCOc1ccccc1)c1cc2ccccc2o1	-8	1.9	6	0	-4	2	-12	-239	14
COc1ccc(C(=O)OCC(=O)Nc2cccc(C(C)=O)c2)cc1OC	7	-0.1	4	7	-3	0	6	-18	-1
O=[N+]([O-])c1ccc(Cl)c(NC(=S)N2CCCC2)c1	9	1.5	-3	0	-1	0	-13	-19	1
O=C(Cc1cccs1)NCc1cccc(Cl)c1	-1	2.3	0	-7	6	1	10	-28	-3
CC(C)=Cc1oc2ccc([N+](=O)[O-])cc2c1N1CC(C)OC(C)C1 (stereo not given)	0	2.2	14	25	-3	-2	12	3	-5
Cc1cc(C(=O)COC(=O)c2ccc3c(c2)NC(=O)CS3)c(C)n1CC1CCCO1 (stereo not given)	16	0.0	7	7	-5	-15	4	22	-2
COc1cc(OC)c2c(-c3cccc(-c4ccc(O)cc4)c3)cc(=O)oc2c1	42	2.4	10	19	19	15	/	73*	/
C/C(=C\C1CCCCC1)C(NC(=O)c1ccc(C(F)(F)F)cc1)c1ccc(-c2ccccc2)cc1 (stereo not given)	13	-0.2	5	11	-3	-2	12	21	-3
O=[N+]([O-])c1ccc(/C=N/Nc2nc(N3CCCCC3)nc(N3CCCCC3)n2)o1	50*	5.7	13	12	3	-3	11	7	3
Cc1nc2sc(C)c(C)c2c(=O)o1	5	0.4	-2	-3	-2	1	-17	-12	0

Looked up above:
CN(Cc1ccccc1)C(=O)Cn1nc(C(F)(F)F)c2c1CCC2 in tim23-1 inh has 18
CN(C)Cc1nc2ccccc2c(=O)n1CC(=O)Nc1cccc(S(=O)(=O)N2CCOCC2)c1 in EBI2 block has 2
CC(C)=Cc1oc2ccc([N+](=O)[O-])cc2c1N1CC(C)OC(C)C1 (stereo not given) in tim23-1 inh has 0

Later entries.
SMILES	tim23-1 inh	CHOP UPR activ	EBI2 block	CCR6 antagonist	UPR XBP1 act	CXCR6 inh	APJ antagonist	Mdm2-MdmX inh	APJ agonist
NC(=O)c1oc2ccccc2c1NC(=O)c1nc2ccccc2s1	11	4.8	8	7	1	-1	8	-29	-2
O=C1OCCC1Sc1nnc(-c2ccco2)o1 (stereo not given)	-9	-1.3	3	-2	-4	-7	-22	18	0
Cc1ccc(NC(=O)c2cc(-n3cnnc3)ccc2Cl)c(C)c1	-1	-1.0	-8	7	-5	-4	-8	-4	-1
O=C(COC(=O)CC1CCCC1)Nc1ccc(Br)cc1F	22	-1.5	-2	8	-1	6	6	-8	3
CCOc1ccccc1N1CN(CC)CNC1=S	19	-0.4	7	5	-1	0	-7	10	-1
COc1ccc(/C=C/C(=O)OCC(=O)NC2CCCC(C)C2C)cc1S(=O)(=O)N1CCOCC1 (stereo not given)	6	1.8	3	5	4	6	3	-4	1
COc1ccc(NC(=O)C(NC(=O)c2ccc(=O)[nH]c2)c2ccccc2)cc1 (stereo not given)	-1	-1.7	-3	-10	-2	-8	-2	-10	-1
CCCS/C(N)=N/N=C/c1ccccc1O	16	9.8	7	-17	5	4	-11	-25	-3
O=C1C=C(O)CC(c2cccs2)C1 (stereo not given)	17	1.5	-5	10	-1	11	-1	-29	-1
CCN(CC)CCn1c2c(c(SCC(=O)NCc3ccccc3)nc1=O)CCCC2	-11	-0.3	-8	8	-4	7	7	11	-6
CN1CCN(C(=O)C2CCCN(S(=O)(=O)c3ccc(Cl)cc3)C2)CC1 (stereo not given)	-3	-1.4	-17	-13	-2	0	-7	-10	1
CCOC(=O)C1CCN(c2nc3ccccc3nc2C(C#N)C(=O)OCCOC)CC1 (stereo not given)	21	2.3	22	27	-2	13	18	-13	-5
COC(=O)[C@@H](NC(=O)CCc1nnc(-c2ccsc2)o1)C(C)C	19	1.4	2	-2	4	-4	-9	-24	-2
Cc1cccc(N(CC(=O)N2CCOCC2)S(C)(=O)=O)c1	-1	-2.4	-3	1	-4	-7	7	2	-2
CCOc1c(Nc2cccc(Cl)c2)c(=O)c1=O	3	-1.0	-10	0	1	-12	5	34	-1
CCCCC(=O)Nc1ccc(C(=O)N2CCN(C)CC2)cc1	0	0.0	-7	6	1	-7	14	-14	2
COc1ccccc1NC(=O)C1=C(C)Nc2nc3ccccc3n2C1c1cccs1 (stereo not given)	4	0.5	7	6	2	-3	-26	41	-1
CCn1c(C)cc(C(=O)CSc2nnnn2C2CCCC2)c1C	29	-0.2	-1	12	2	-4	3	-45	-4
CC(C)(CNC(=O)CCNC(=O)c1ccc(Br)cc1)N1CCOCC1	-10	0.1	5	8	1	0	8	8	4
O=C(Nc1cccc(Cl)c1)c1cnccn1	20	3.2	-1	1	3	-7	-6	7	0
CC1(C)c2cc(O)ccc2OC1N1CCOCC1 (stereo not given)	18	0.0	-4	0	-6	-8	-17	-25	-4
CCn1c2ccccc2c2cc(NC(=O)CNC)ccc21	9	-0.4	-7	-3	0	-1	-19	34	-1
CCNS(=O)(=O)c1ccc(OC)c(C)c1	9	0.0	0	9	-2	7	0	7	-4
